Source: PubChem BioAssay (National Center for Advancing Translational Sciences (NCATS))
LDHA block: LDHA (human) enzyme inhibition; activity change, % (values are at about 110 or 230 µM); hit rate 0.15% among 480,000; purified LDHA, NADH/diaphorase-resazurin fluorescence; hits give low values; P00338; in the data active = activity change below about -30%; inconclusive = mostly about -25% to -30%;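 note: plate controls were DMSO wells for no effect and wells without enzyme for full effect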
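Enzyme activity of human lactate dehydrogenase 5 (2 nM; 0.06 mM NADH, 0.2 mM pyruvate, 5 min, RT) is measured via a resazurin/diaphorase fluorescence readout of residual NADH.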
12-LOX inh: blocks human arachidonate 12S-lipoxygenase; P18054; purified 12hLO, xylenol orange hydroperoxide absorbance; Potency, µM (titrated, usually from 108 µM), for inactives: at the top dose activity change, negative = inhibition, usual class: inhibitors; hit rate 1.1% among 580,000; active = well fitted inhibition curve with a large enough effect; inconclusive = small, poorly fitted or top-dose-only effect, or another doubt; inactive = no such curve, though single readings can be large or run the other way; note: potency is the fitted concentration of half-maximal effect
Target sequence (P18054 whole entry, looked up): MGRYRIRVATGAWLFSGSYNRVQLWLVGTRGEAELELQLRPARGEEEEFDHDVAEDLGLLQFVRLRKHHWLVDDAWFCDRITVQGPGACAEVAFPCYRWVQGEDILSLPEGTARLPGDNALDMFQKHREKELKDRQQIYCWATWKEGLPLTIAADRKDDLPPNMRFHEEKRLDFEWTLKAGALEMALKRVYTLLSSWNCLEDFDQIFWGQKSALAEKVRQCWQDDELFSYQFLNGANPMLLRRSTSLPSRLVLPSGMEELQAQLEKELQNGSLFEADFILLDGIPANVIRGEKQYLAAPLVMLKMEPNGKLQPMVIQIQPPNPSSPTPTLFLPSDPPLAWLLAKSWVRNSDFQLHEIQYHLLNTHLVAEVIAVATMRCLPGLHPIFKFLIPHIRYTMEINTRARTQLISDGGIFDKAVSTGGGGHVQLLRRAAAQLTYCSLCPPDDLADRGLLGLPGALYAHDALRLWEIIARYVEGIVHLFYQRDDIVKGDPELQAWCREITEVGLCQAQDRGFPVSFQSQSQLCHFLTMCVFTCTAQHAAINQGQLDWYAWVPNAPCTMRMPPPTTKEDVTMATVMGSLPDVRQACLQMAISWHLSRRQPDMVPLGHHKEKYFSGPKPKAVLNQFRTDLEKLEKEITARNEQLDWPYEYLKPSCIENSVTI
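Purified human 12hLO at 150 nM in 25 mM Hepes, 0.01% Triton X-100, pH 7.0, preincubated 15 min at room temperature with compound. Reaction started with 40 uM arachidonic acid, 30 min at room temperature. Hydroperoxide measured by Fe-xylenol orange, 573/405 nm absorbance ratio.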
Numbers without * were called inactive; ? = inconclusive; [ ] = remark or other dose. Unless noted, % is set by controls: 0 for no effect and ±100 for the full control effect. The list is partial; rates above refer to the full screens.

structure,LDHA block,12-LOX inh
O=C1OCC2=C1C(c1ccc3c(c1)OCO3)CC(=O)N2c1ccccc1 (stereo unspecified),20.5,47.9%
CCC(CC)C(=O)Nc1ccccc1C(C)CC (stereo unspecified),-0.6,14.4%
N#CCSc1nnc(-c2ccccc2F)n1-c1ccccc1,-1.7,-2.3%
O=C(NCc1ccc(N2CCCC2)nc1)c1ccc(F)cc1,-0.3,-1.6%
CC(C)NC(=O)Nc1ccc(CNC(=O)C2(C#N)CCCC2)cc1,0.1,1.5%
COc1cc(NC(=O)c2nc3ccccc3nc2N2CCCCC2)cc(OC)c1,1.5,-4.1%
COCCN(CCOC)c1ncnc2c1c(-c1ccccc1)cn2-c1cccc(C)c1,7.4,-11.3%
CCOc1ccc2c(c1)cc(C(=O)Nc1cc(C)ccc1F)n2C,7.3,27.8%
COC(=O)c1ccc2nc(-c3cccc(Cl)c3)c(Cc3cccc(Cl)c3)n2c1,-1.6,?
COc1cc2ccccc2cc1C(=O)N1CCN(CC(=O)Nc2ccc(F)cc2)CC1,-0.4,-2.9%
O=c1cc(CN2CCC(Cc3ccccc3)CC2)c2cc(O)c(-c3ccccc3)cc2o1,-0.8,-14.7%
N#CC1(NC(=O)CNc2cccc(-c3nnnn3C3CC3)c2)CCCC1,4.3,-3.7%
Cc1ccc(-c2nnc(SCc3cc(-c4ccco4)on3)o2)cc1,9.6,-21.0%
CCOCCCNc1nc2ccccc2nc1NS(=O)(=O)c1ccccc1,6.6,-24.5%
O=C(O)CCn1cc(C(C(=O)O)N2CCN(Cc3ccncc3)CC2)c2ccc(F)cc21 (stereo unspecified),-0.3,-24.5%
O=C1NC2(CCCC2)NN1c1ccccc1,-2.4,-18.3%
Cc1cnc(-c2nc3ccccc3n2C(C(=O)NC(C)(C)C)c2ccccc2)cn1 (stereo unspecified),3.3,13.3%
O=C(COC(=O)c1cc2ccccc2oc1=O)Nc1ccc(I)cc1,-0.2,-4.9%
CCCCOCCCNC(=O)C[C@@H]1C[C@@]2(C(=O)OC)CC(C)(C)CC=C2N(CCc2ccc(OC)c(OC)c2)C1=O,4.5,17.3%
Cc1ccc(CNC(=O)NCC(=O)N(C)Cc2ccccc2)cc1,5.4,-29.7%
Cc1ccc(CN(C(=O)c2cc(=O)c3cc(Cl)c(C)cc3o2)c2ccccn2)o1,1.8,25.1µM*
Cc1c(CC(=O)N2CCN(c3ccc(F)cc3)CC2)c(=O)oc2cc(O)ccc12,6.1,-1.9%
Cc1ccc(C(NC(=O)C(C)C)c2cccnc2)cc1C (stereo unspecified),0.5,8.5%
CC1(C)CC(NC(=S)NCCN2CCOCC2)CC(C)(C)N1,8.8,0.9%

Rewritten as labelled records: part of the list above.
SMILES: CCCCOCCCNC(=O)C[C@@H]1C[C@@]2(C(=O)OC)CC(C)(C)CC=C2N(CCc2ccc(OC)c(OC)c2)C1=O
  LDHA block: 4.5
  12-LOX inh: 17.3%
SMILES: Cc1ccc(CNC(=O)NCC(=O)N(C)Cc2ccccc2)cc1
  LDHA block: 5.4
  12-LOX inh: -29.7%

(next part)
structure,LDHA block,12-LOX inh
CCOC(=O)c1nc(N(C)c2cc(C)ccc2C)c2ccccc2n1,-3.1,-6.7%
COc1cc(-c2nc3cc(NC(=O)c4ccccc4)ccc3o2)cc(OC)c1OC,3.1,-5.3%
CN(C)c1nc(N)nc(COc2ccccc2Cl)n1,0.5,-20.7%
N/C(COc1cccc2ccccc12)=N\O,-2.5,13.4%
O=C(COc1cccc(F)c1)Nc1ccc(-n2cnnn2)cc1,2.8,10.6%
Cc1ccc2c(c1)C(Cc1nc3ccccc3c(=O)n1C)C(=O)N2Cc1ccccc1 (stereo unspecified),-9.3,-48.5%
CC(Oc1ccccc1)C(=O)OCc1nc(N)nc(N)n1 (stereo unspecified),2.0,-18.2%
CS(=O)(=O)Cc1ccc(C(=O)Oc2ccc(Br)cc2)cc1,-9.3,18.5%
Cc1ccc(NC2(c3nnnn3-c3ccc(C(C)C)cc3)CCCC2)cc1,-0.1,2.7%
O=C(c1ccccc1)C(Sc1ccccn1)c1ccccc1 (stereo unspecified),10.1,16.1%
CN1CCN(S(=O)(=O)c2ccc(N(C)CCOc3cccc(Cl)c3)nc2)CC1,-3.0,?
COc1ccc(CN(C)CC(=O)N(C)c2ccccc2C(=O)NCc2ccco2)cc1,-2.7,-8.5%
CCCCOCCCNC(=O)C[C@@H]1C[C@@]2(C(=O)OCC)CCCC=C2N(Cc2cccc3ccccc23)C1=O,2.8,?
O=C(N/N=C/c1ccc(Br)cc1)c1cccs1,6.0,-0.5%
O=C(CCc1c[nH]c2ccccc12)OCC(=O)N1CCCCCC1,7.2,-32.1%
COc1cc(/C=C(/C#N)c2nc3ccccc3[nH]2)ccc1OCc1ccccc1,12.8,1.6%
O=C(NC1CCCC1)N[C@@H]1C=C[C@@H](CC(=O)N2CCOCC2)O[C@@H]1CO,-9.5,-0.4%
COCCCNc1nc(-c2ccccc2O)nc2ccccc12,6.8,?
COC(=O)[C@@]1(Sc2ccccc2)CC(=O)N[C@@H]1c1ccccc1,-2.4,?
COC(=O)c1ccc(CNC(=O)CCl)cc1,4.2,?
COc1ccc(Cn2nnc(C(=O)Nc3ccc(F)c(F)c3)c2N)cc1Br,13.4,-24.8%
Cn1cnc2c1c(=O)n(CC(=O)NCc1ccc(OC(F)F)cc1)c(=O)n2C,4.5,24.4%
COc1ccc(Nc2nc3ccccc3nc2NS(=O)(=O)c2ccc(C)c(C)c2)c(OC)c1,2.2,3.6%
CC(C)COC(=O)NC(C)C(=O)O (stereo unspecified),-0.4,-12.7%
Cc1cccc(OCCN(C)C(C)c2nc3ccccc3c(=O)[nH]2)c1 (stereo unspecified),0.4,15.1%
Cn1c(=O)c2c(ncn2CC(=O)NC2CC2)n(C)c1=O,1.4,-4.8%
COc1ccc(CCN2C(=O)COc3ccccc3C2C(=O)NC(C)(C)C)cc1OC (stereo unspecified),-5.1,-0.3%
Cc1occc1C(=O)OCC(=O)c1sc2ccccc2c1C,6.8,31.6µM*
Cc1ccc(-c2noc(-c3cccnc3NC(C)c3ccccc3)n2)cc1 (stereo unspecified),-0.8,-4.5%
O=C(CCCCCCC(=O)c1ccc(F)cc1)c1ccc(F)cc1,4.7,-4.2%
CC(OC(=O)c1cc(-c2ccncc2)nc2ccccc12)C(N)=O (stereo unspecified),12.4,-14.4%
CCc1ccc(N2C(=O)CN(S(C)(=O)=O)CC2(C)C(=O)NCc2ccccc2)cc1 (stereo unspecified),-6.6,-3.8%
Oc1c(Br)cc(Br)cc1C=Nc1ccc(F)c(Cl)c1,42.2,4.47µM*
Cc1noc(C)c1COc1cccc(C(=O)N2CCC(C(N)=O)CC2)c1,-5.1,6.7%
COc1ccc2c(C)c(CCC(=O)Nc3ccc(NC(C)=O)cc3)c(=O)oc2c1,-1.3,7.9%
O=C(CCc1ncc(-c2ccccc2F)o1)NCCCN1CCOCC1,0.0,7.1%
COc1ccc2c(c1)c(C(=O)O)c(C)n2-c1ccc(I)cc1,9.8,-7.9%
COC(=O)c1ncoc1-c1ccccc1C(=O)N1CCN(c2cccc(OC)c2)CC1,-0.8,-22.0%
O=C(Nc1c(-c2ccccc2)[nH][nH]c1=O)c1cccs1,3.9,?
CCc1cc(CC)n(-c2nc3c(c(=O)[nH]c(=O)n3C)n2Cc2ccccc2)n1,12.0,14.9%
COc1ccc(NC(=O)CC(C)C)c2cccnc12,11.0,20.4%
CC(C)Cn1nc(C(=O)N(C)c2cccc(C#N)c2)c2ccccc2c1=O,-3.1,2.1%
CCCc1cc(=O)[nH]c(SC(C)C(=O)NC(=O)NC2CCCCC2)n1 (stereo unspecified),-2.3,14.8%
COc1ccccc1Nc1nc(-c2ccc(CC(=O)N3CCOCC3)s2)cs1,-12.4,?
O=C(CSc1ncnc2ccccc12)N(C1CCCCC1)C1CCS(=O)(=O)C1 (stereo unspecified),6.7,-42.1%
C#CCNC(=O)Nc1cccc(C)c1,1.8,1.6%
O=C(Nc1ccccc1)c1cc(-c2ccco2)nc2ccccc12,-0.5,?
CNc1oc(-c2cc(S(=O)(=O)N(C)Cc3ccccc3)c(C)o2)nc1C#N,3.6,-39.0%

Part of the list above in order of heavy-atom count, lowest first.
structure,LDHA block,12-LOX inh
C#CCNC(=O)Nc1cccc(C)c1,1.8,1.6%
CC(C)Cn1nc(C(=O)N(C)c2cccc(C#N)c2)c2ccccc2c1=O,-3.1,2.1%
CCc1cc(CC)n(-c2nc3c(c(=O)[nH]c(=O)n3C)n2Cc2ccccc2)n1,12.0,14.9%

More structures follow:
structure,LDHA block,12-LOX inh
CCN1CCCC1CNC(=O)CCCNc1nc(Cl)nc2nc[nH]c12 (stereo unspecified),7.2,-10.8%
CC1=C(C(N)=O)C(c2ccc(Cl)cc2)n2nc(-c3cccc(C)c3)nc2N1 (stereo unspecified),-0.9,-7.0%
Cc1ccccc1C(=O)N(Cc1ccco1)C1CC1,8.9,18.5%
Cc1cc(C)c(NC(=O)CSc2ncc(CO)n2CC(=O)NC2CC2)c(C)c1,4.5,?
COc1ccc(-c2cc(C(=O)N3CCN(CC(=O)N4CCOCC4)CC3)c3ccccc3n2)cc1,-1.4,-10.5%
Cc1ccc(C(=O)OCc2ccc(C#N)cc2)cc1O,3.8,?
COc1cc(OC)cc(OC(C)C(=O)Nc2cc(Cl)ccc2C)c1 (stereo unspecified),11.5,?
CC(C)c1ccc(NC(=O)CSc2ncc3c(n2)-c2cc(Cl)ccc2N(C)S3(=O)=O)cc1,14.7,0.8%
Cc1nc2nc(SCC(=O)Nc3ccc(C(C)C)cc3)[nH]c2cc1Br,3.5,5.6%
O=C(Nc1nc2cc3c(cc2s1)OCCCO3)c1cc(Br)ccc1Cl,6.9,-1.6%
CCCCCCNC(=O)c1cccc2ncccc12,7.9,-34.2%
Cc1cc(C)[n+](C)n1-c1ccccc1,2.2,17.8µM*

Individual results from above:
In LDHA block, `Cc1nc2nc(SCC(=O)Nc3ccc(C(C)C)cc3)[nH]c2cc1Br` has 3.5
In 12-LOX inh, `CC1=C(C(N)=O)C(c2ccc(Cl)cc2)n2nc(-c3cccc(C)c3)nc2N1` (stereo unspecified) has -7.0%
In LDHA block, `COc1cc(OC)cc(OC(C)C(=O)Nc2cc(Cl)ccc2C)c1` (stereo unspecified) has 11.5

Other results
structure,LDHA block,12-LOX inh
Cc1cc(C)nc(-n2nc(C)c3c2N(Cc2ccccc2)C(=O)CC3c2ccccc2)n1 (stereo unspecified),-3.8,49.4%[activator]
Cc1c(O)ccc2c(CN(C)CCO)cc(=O)oc12,15.3,-3.6%
COCC(C)NC(=O)c1ccc2c(c1)NC(=O)CCS2 (stereo unspecified),1.5,?
O=C(NCc1ccccc1F)c1ccc(-c2ccccc2)cc1,5.1,17.7%
COc1cccc(CNC(=O)CSc2nnc(C)n2C2CC2)c1,4.4,1.4%
O=C(C1COc2cc(S(=O)(=O)NCc3ccc(Cl)cc3)ccc2O1)N1CCCCCC1 (stereo unspecified),1.8,-23.6%
CCC1CCc2c(sc(NC(=O)C(CC)CC)c2C#N)C1 (stereo unspecified),0.8,?
COc1ccc(C(=O)/C=C/c2ccccc2OCC#N)c2ccccc12,-0.6,-13.8%
COc1ccc(C)cc1NC(=O)c1nn(C)c(=O)c2ccccc12,4.1,23.3%
O=C(CSc1nnc(-c2ccncc2)n1C1CC1)c1cc2cc(Cl)ccc2o1,-4.2,?
Cc1cc(C)n(-c2nc3ccccc3nc2Nc2ccc(F)c(F)c2)n1,-6.9,14.9%
CCN(Cc1nc2ccccc2c(=O)[nH]1)Cc1cc(=O)oc2cc(C)ccc12,-10.3,-29.1%
CN(C(=O)CCc1ncc(-c2ccccc2)o1)C1CC1,-4.1,24.6%
CCOC(=O)[C@]12CCCC=C1N(Cc1ccc(Cl)cc1Cl)C(=O)[C@H](CC(=O)N1CCOCC1)C2,2.4,-7.8%
CN(C)C(=O)C(Sc1nnc(-c2cc(Cl)ccc2Cl)n1N)c1ccccc1 (stereo unspecified),-5.0,30.8%[activator]
CCCCCCCCS(=O)CCC(N)=O (stereo unspecified),2.7,-3.1%
COCCNc1nc2c(c(=O)n(Cc3ccc(F)cc3)c(=O)n2C)n1C,-0.1,9.6%
CCCn1nc(C(=O)N2CCN(Cc3ccccc3F)CC2)c2ccccc2c1=O,-23.3,-23.3%
CN(C)C(=O)C1CC1c1ccc(Br)cc1 (stereo unspecified),5.7,?
CCn1nc(C(=O)Nc2nc(-c3ccccc3)cs2)c2ccccc2c1=O,4.2,0.6%
C=CCNC(=O)NC(=O)CN(C)c1ccc2ccccc2c1,24.6,?
O=C(c1cccc2ccccc12)N1CCC(c2nc3ccccc3o2)CC1,3.2,?
O=[N+]([O-])c1c(Nc2ccccc2Cl)cc(Cl)c2nonc12,33.7,?
CCCn1nc(C(=O)N2CCCCCC2)c2ccccc2c1=O,-14.2,27.4%
Cc1ccccc1C(=O)Nc1cccc(-c2nnc(SCC(=O)N3CCc4ccccc43)n2C)c1,10.8,?
CCCN(C(=O)c1cccs1)c1nc(-c2ccccc2)cs1,23.0,20.2%
CCCCn1c(=O)n(CC(O)COc2ccc3ccccc3c2)c(=O)c2c1ncn2C1CCCC1 (stereo unspecified),4.8,0.2%
